Compound activity (PubChem BioAssay)
HEK293 NOD2/NF-kB: NOD2 signaling inhibitors, cell-based, luminescence, uHTS, HEK293 (AID 1566) | HEK293 NOD2/NF-kB luciferase reporter, luminescence; higher % means a stronger effect | inhibition, % at 4 µM, or EC50 in µM where a hit was titrated | 290,000 tested, 0.63% active; note: many of its hits are not listed in these tables
NOD1 inhibition: NOD1 signaling inhibitors, primary screen, cell-based, luminescence, uHTS (AID 1578); NOD1-driven NF-kB luciferase reporter cells, luminescence; higher % means a stronger effect; inhibition, % at 4 µM; hits with a dose series show EC50 in µM; 290,000 tested, 1% active; in the data active = inhibition mostly above about 36%, no sharp cut-off; inactive = mostly below about 34%;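 note: HEK-293T reporter cells stimulated with the NOD1 agonist gamma-tri-DAP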
Myeloid diff 2: myeloid differentiation induction. ER-HoxA9 myeloid progenitors, lysozyme-GFP differentiation, flow cytometry. calls only at 10 µM. 360,000 tested, 1% active. AID 624256;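 active = normalized GFP-positive differentiation at or above the plate's own cutoff, the solvent-only control mean plus 3 SD; inconclusive = no clear call, values can overlap the other calls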;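 note: cells exposed to compound for four days before flow analysis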
KOR beta-arrestin-1: kappa opioid receptor activators – cell-based, luminescence, uHTS, primary screen (AID 1777) | KOR beta-arrestin recruitment, luminescence; higher % means a stronger effect | activation, % at 10 µM; hits with a dose series show EC50 in µM | 280,000 tested, 0.02% active; in the data active = activation above about 50%, passing the limit was not always enough; note: a part of the inactive calls stands beside numbers as strong as those of hits
LYP inhibition: PTPN22 lymphoid phosphatase activity blockers – biochemical, fluorescence intensity, uHTS (AID 1779); recombinant LYP phosphatase, fluorescence intensity; higher % means a stronger effect; one-dose inhibition, % at 11.5 µM; IC50 in µM for titrated hits; 290,000 tested, 0.054% active;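 note: plate controls were vehicle with enzyme for no effect and no enzyme for full effect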
SIAH1 antagonists: blockers of Siah-1 interaction with plectin peptide – biochemical, fluorescence polarization, rhodamine-plectin, uHTS, primary screen (AID 1817); Siah-1 / rhodamine-plectin peptide fluorescence polarization; higher % means a stronger effect; one-dose displacement, % at 20 µM; IC50 in µM for titrated hits; 290,000 tested, 0.02% active;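 active = displacement of at least 50% at 20 µM, with a fluorescence ratio check between 0.3 and a set limit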;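 note: plate controls were Siah plus tracer with DMSO for no effect and tracer alone without Siah for full effect; strong numbers were not always called active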
HIV peptide binding: inhibitors of HIV fusion peptide binding, primary screen, biochemical, uHTS, fluorescence dequenching (AID 1986). 290,000 tested, 0.3% active. inhibition, % at 20 µM; hits with a dose series show IC50 in µM. cell-free peptide binding, fluorescence dequenching, 30 min; higher % means a stronger effect; in the data active = inhibition mostly above about 52%, no sharp cut-off; inactive = mostly below about 76%; note: some results filed as inactive read as strong as hits
Salmonella PhoP GFP: PhoP-dependent GFP reporter repression – Salmonella Typhimurium, primary screen (AID 1863); one-dose inhibition, % at 50 µM; IC50 in µM for titrated hits; S. Typhimurium PhoP-regulated promoter GFP reporter, 4 h; higher % means a stronger effect; 300,000 tested, 0.16% active;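 active = inhibition over 29.93%, a cutoff 3 SD above the screen mean, later confirmed by dose response; inconclusive = inhibition over 29.93% but no dose response follow-up; inactive = inhibition at most 29.93% or unconfirmed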;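 note: 0% = low Mg2+ inducing control and 100% = high Mg2+ repressing control; strong numbers were not always called active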
KOR beta-arrestin-2: kappa opioid receptor blockers – cell-based, luminescence, uHTS (AID 1778); 290,000 tested, 0.091% active; inhibition, % at 10 µM, or IC50 in µM where a hit was titrated; KOR beta-arrestin recruitment, luminescence, antagonist mode; higher % means a stronger effect; note: strong numbers were not always called active
Myeloid diff 2 GFP+ MAC1+ %: also measured in Myeloid diff 2; calls as there; GFP+ MAC1+ double positive, %; measured here: differentiation confirmed by MAC1 staining
An asterisk follows results filed as active; i = inactive; ? = inconclusive; . = not tested or not shown; + = active, no number; [ ] = dose if it differs, or a comment. Cut-off read from the data, not from the text of the source, unless noted: active = inhibition above about 50%; inactive = the rest. An excerpt, so the mix of outcomes need not match the whole.

SMILES | HEK293 NOD2/NF-kB | NOD1 inhibition | Myeloid diff 2 | Myeloid diff 2 GFP+ MAC1+ % | KOR beta-arrestin-1 | LYP inhibition | SIAH1 antagonists | HIV peptide binding | Salmonella PhoP GFP | KOR beta-arrestin-2
COc1cc(/C=N/N=C(N)N)ccc1OCc1ccccc1Cl | 5% | -23% | i | 0.1 | -5.0% | -14% | 3% | 1.7% | -6% | 23%
Cc1cccc(C)c1N1CCN(c2nc(N(C)C)oc(=O)c2C#N)CC1 | 15% | 18% | i | 0.5 | 0.5% | -9% | 4% | -2.2% | 6% | -3%
C=CCNC(=O)c1cc2nc(C3CC3)cc(C(F)F)n2n1 | 8% | -4% | i | 4.1 | -2.2% | -8% | 0% | -0.6% | 8% | 7%
CC1CCN(c2nc(NCc3ccco3)nc(N)c2[N+](=O)[O-])CC1 | 4% | -2% | i | 1.0 | 8.4% | -1% | -2% | -0.1% | -6% | -12%
O=C(O)CC/C(=C\c1ccc(N2CCOCC2)c([N+](=O)[O-])c1)c1nc2ccccc2s1 | 17% | -48% | i | 0.3 | -2.5% | 5% | -2% | 19% | -3% | -14%
O=C(NCC1CCCO1)c1ccc2c(=O)n(-c3ccc(F)cc3)c(=S)[nH]c2c1 (stereo not given) | 21% | -42% | i | 1.1 | -0.9% | -2% | 4% | -1.5% | -5% | 13%
Oc1ccccc1C1=NCCNC(C(F)(F)C(F)F)=C1 | 5% | -8% | i | 2.9 | -2.5% | -3% | 1% | -0.2% | 4% | -16%
O=C(/C=C/c1ccccc1)Nc1nnc(-c2ccco2)o1 | -4% | -40% | i | 0.5 | -5.6% | -2% | 15% | 0.1% | -5% | -2%
Nc1c2c(nc3sc4c(c13)CCCCC4)CCCCC2 | -3% | -20% | i | 0.0 | -4.6% | -7% | 14% | -11% | -9% | -28%
COc1ccc(NC(=O)Nc2cc3oc4ccccc4c3cc2OC)cc1 | -22% | -1% | i | 0.6 | 1.7% | -1% | 0% | 0.6% | -11% | -31%
COc1cc(CN2CCN(c3ncccn3)CC2)cc(OC)c1 | 9% | -34% | i | 0.3 | -2.9% | 0% | 0% | 1.5% | -3% | -14%[20 µM]
Cc1cc(C(=O)CCl)c(C)n1Cc1ccco1 | 34% | 24% | i | 0.2 | -0.2% | -5% | 1% | -0.1% | -1% | 1%
COc1ccc2nc(NC(=O)c3ccccc3F)sc2c1 | -168% | -66% | i | 0.5 | 8.7% | -6% | 3% | -0.2% | -4% | -18%
CCN(CC)CCN1C(=O)c2ccccc2NC1c1ccc(C)cc1 (stereo not given) | 23% | 0% | i | 0.5 | -1.7% | -2% | 0% | -1.3% | 0% | 27%
Cc1ccc2nc(/N=C(\N)NC(=O)NC3CCCCC3)nc(C)c2c1 | -34% | -14% | i | 0.7 | 4.7% | -3% | 11% | -0.3% | -6% | -6%

Another view of some results above:
Second line of a record – HEK293 NOD2/NF-kB, NOD1 inhibition, Myeloid diff 2, Myeloid diff 2 GFP+ MAC1+ %, KOR beta-arrestin-1, LYP inhibition, SIAH1 antagonists, HIV peptide binding, Salmonella PhoP GFP, KOR beta-arrestin-2
> O=C(O)CC/C(=C\c1ccc(N2CCOCC2)c([N+](=O)[O-])c1)c1nc2ccccc2s1
    17%, -48%, i, 0.3, -2.5%, 5%, -2%, 19%, -3%, -14%
> O=C(NCC1CCCO1)c1ccc2c(=O)n(-c3ccc(F)cc3)c(=S)[nH]c2c1 (stereo not given)
    21%, -42%, i, 1.1, -0.9%, -2%, 4%, -1.5%, -5%, 13%
> Oc1ccccc1C1=NCCNC(C(F)(F)C(F)F)=C1
    5%, -8%, i, 2.9, -2.5%, -3%, 1%, -0.2%, 4%, -16%
> O=C(/C=C/c1ccccc1)Nc1nnc(-c2ccco2)o1
    -4%, -40%, i, 0.5, -5.6%, -2%, 15%, 0.1%, -5%, -2%
> Nc1c2c(nc3sc4c(c13)CCCCC4)CCCCC2
    -3%, -20%, i, 0.0, -4.6%, -7%, 14%, -11%, -9%, -28%
> COc1ccc(NC(=O)Nc2cc3oc4ccccc4c3cc2OC)cc1
    -22%, -1%, i, 0.6, 1.7%, -1%, 0%, 0.6%, -11%, -31%

Additional entries.
SMILES | HEK293 NOD2/NF-kB | NOD1 inhibition | Myeloid diff 2 | Myeloid diff 2 GFP+ MAC1+ % | KOR beta-arrestin-1 | LYP inhibition | SIAH1 antagonists | HIV peptide binding | Salmonella PhoP GFP | KOR beta-arrestin-2
COc1ccccc1C(=O)NC(=S)NNC(=O)c1sc2ccccc2c1Cl | 16% | 16% | i | 1.0 | -4.2% | 6% | -15% | 0.8% | -12% | -53%
O=C(NCc1ccco1)c1cc(-c2ccc3c(c2)OCO3)on1 | -142% | -212% | i | 2.4 | 3.1% | -5% | 0% | -2.2% | 7% | -44%
N#C/C(=C/c1ccc(N2CCCCC2)cc1)c1cccc(F)c1 | -57% | -29% | i | 0.7 | 1.0% | 0% | 10% | 1.6% | -11% | 34%
CC(C)(C)n1nc2c(c1NC(=O)c1ccc(S(=O)(=O)N3CCCC3)cc1)CSC2 | -4% | -6% | i | 10 | 3.7% | 2% | 5% | 9.0% | -8% | -49%
CC1=C(C(=O)Nc2ccccc2C)C2(CCCCC2)C(C(N)=O)C(=S)N1 (stereo not given) | 22% | 1% | i | 0.3 | 1.6% | -6% | 2% | 0.4% | 3% | 16%
Cc1cc(C)cc(N(CCC(=O)O)S(=O)(=O)c2ccc(Cl)cc2)c1 | 12% | -26% | i | 0.2 | -3.8% | -7% | 2% | 1.7% | 14% | -9%
Cc1ccc(S(=O)(=O)Oc2ccc(/C=N/NC(=O)c3cccnc3)cc2)cc1 | -9% | -17% | i | 0.4 | . | -4% | -1% | -0.7% | -7% | -49%[20 µM]
Cc1noc2ncnc(Oc3ccc(C(C)(C)C)cc3)c12 | 6% | -34% | i | 0.7 | -2.7% | -8% | 13% | 1.1% | -11% | 0%
CCOC(=O)c1sc2ncn(/N=C/c3ccccn3)c(=O)c2c1C | -8% | -4% | . | . | -2.2% | 2% | 8% | -5.2% | . | -10%
CCCOc1ccc(CSC(CC(=O)O)C(=O)O)cc1 (stereo not given) | 22% | 14% | i | 0.4 | 0.1% | -4% | -1% | 0.3% | 0% | -3%
C/C(=N/Nc1nc(-c2ccccc2F)nc2ccccc12)c1ccccc1O | -3% | -13% | + | 0.5* | 4.1% | 0% | 6% | -1.3% | 2% | -7%
CCCC1(C(=O)OCC)NC(c2ccc(N(C)C)cc2)C2C(=O)N(c3ccc4c(c3)OCCO4)C(=O)C21 (stereo not given) | 13% | 8% | i | 0.8 | -4.1% | -9% | -4% | 0.8% | 2% | 8%
CCN(C(=O)CN1CCN(c2ccccc2O)CC1)c1c(N)n(Cc2ccccc2)c(=O)[nH]c1=O | 17% | 16% | i | 0.8 | -1.3% | -6% | -3% | -2.0% | 1% | -9%
Cn1nc(C(=O)N2CCCC2)c2ccccc2c1=O | 13% | -3% | i | 1.1 | -3.6% | -9% | 4% | -2.2% | -4% | 20%
COC(=O)/C=C/c1c(C)nc(NCc2ccccc2)nc1Cl | 9% | -2% | + | 1.1* | 1.8% | -2% | 3% | 0.2% | -1% | 9%
Cc1ccc(C(=O)N[C@H](C(=O)OCC(=O)Nc2cccc(S(N)(=O)=O)c2)C(C)C)cc1 | 6% | -2% | i | 0.3 | 0.6% | -6% | 0% | -2.0% | -4% | 14%
C=CCSc1nc2ccccc2n1C(=O)/C=C/c1cc(OC)c(OC)c(OC)c1 | 5% | 60% | ? | . | 4.6% | 2% | -2% | -0.4% | 12% | 6%
O=C(NCCCN1CCOCC1)C(=O)NCC1OCCCN1S(=O)(=O)c1cc(F)ccc1F (stereo not given) | 17% | 1% | i | 0.3 | 0.6% | -18% | -6% | 1.3% | 1% | 1%
O=C1C2Sc3[nH]c(=O)sc3C(c3ccccc3)C2C(=O)N1c1ccccc1 (stereo not given) | -10% | 5% | i | 0.7 | 6.2% | -8% | -3% | 17% | -8% | -8%
O=C1Nc2ccccc2/C1=C\c1cccn1-c1ccc(OC(F)(F)F)cc1 | 21% | 2% | i | 0.4 | 3.4% | 17% | 4% | 0.1% | -4% | -8%
CCOC(=O)c1cc(OCC(=O)NC(C)C(C)C)cc(C(=O)OCC)c1 (stereo not given) | 6% | -16% | i | 1.4 | 1.9% | -9% | 0% | -6.3% | -4% | -4%
NC(=O)[C@H]1CC2(CC(c3cccc(NC(=O)COc4ccc(Cl)cc4)c3)=NO2)CN1C(=O)CC(c1ccccc1)c1ccccc1 (stereo not given in full) | -4% | 0% | i | 2.8 | 5.9% | 8% | 7% | 20% | -1% | -4%
O=C(CSCc1cc(=O)n2nc(C3CC3)sc2n1)Nc1ccccc1Cl | -2% | -62% | i | 1.1 | 14% | -10% | -3% | 0.0% | 10% | 14%
CN(C)/C=C1/NC(=S)NC1=O | -5% | -27% | i | 1.4 | -6.8% | 3% | 2% | 0.2% | -6% | -4%[20 µM]
O=C(c1nnc(Cc2ccc(Cl)cc2)o1)N1CCOCC1 | 6% | -8% | i | 0.9 | -0.7% | -5% | 4% | 3.4% | 3% | 20%
COc1ccc(C(=O)NNC(=O)CCn2nnc(-c3ccc(Cl)cc3)n2)cc1OC | 2% | -29% | i | 1.1 | -7.0% | -8% | 5% | 0.7% | . | -17%[20 µM]
Cc1cc(NC(=O)CSc2ncnc3sccc23)no1 | -5% | -35% | i | 0.5 | 0.4% | -2% | -2% | -2.0% | -5% | -46%
O=C(NNS(=O)(=O)Cc1ccccc1)c1ccc([N+](=O)[O-])cc1 | -1% | -8% | i | 0.3 | . | -5% | 4% | -2.3% | . | 7%
CCc1cccc(OCCCCNCCCOC)c1 | -3% | -16% | i | 0.6 | 2.1% | -5% | 1% | -0.2% | 7% | -22%
COc1cc(CCC(=O)Nc2ncc(C)s2)cc(OC)c1OC | 2% | -8% | i | 1.6 | -3.6% | -6% | 20% | -0.5% | 4% | 10%
CC1CN(CC(=O)Nc2nc3ccccc3s2)CC(C)O1 (stereo not given) | 2% | 8% | . | . | 2.9% | -8% | -3% | 1.6% | -5% | -10%[20 µM]
